# Bioassay records (PubChem BioAssay)
# sPLA2-III inh – Inhibits HGIII-sPLA2 liposome hydrolysis, primary screen | 370,000 tested, 0.56% active | inhibition, % at 12.2 µM | QFRET BODIPY PC-A2 liposome hydrolysis, fluorescence | Q9NZ20;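 active means inhibition above mean plus 3 SD of compounds lying within the high and low control bounds, cut at about 19% in these data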;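 further: 0% = median of test compound wells and 100% = no enzyme DMSO wells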
# Target sequence (Q9NZ20 whole entry, looked up): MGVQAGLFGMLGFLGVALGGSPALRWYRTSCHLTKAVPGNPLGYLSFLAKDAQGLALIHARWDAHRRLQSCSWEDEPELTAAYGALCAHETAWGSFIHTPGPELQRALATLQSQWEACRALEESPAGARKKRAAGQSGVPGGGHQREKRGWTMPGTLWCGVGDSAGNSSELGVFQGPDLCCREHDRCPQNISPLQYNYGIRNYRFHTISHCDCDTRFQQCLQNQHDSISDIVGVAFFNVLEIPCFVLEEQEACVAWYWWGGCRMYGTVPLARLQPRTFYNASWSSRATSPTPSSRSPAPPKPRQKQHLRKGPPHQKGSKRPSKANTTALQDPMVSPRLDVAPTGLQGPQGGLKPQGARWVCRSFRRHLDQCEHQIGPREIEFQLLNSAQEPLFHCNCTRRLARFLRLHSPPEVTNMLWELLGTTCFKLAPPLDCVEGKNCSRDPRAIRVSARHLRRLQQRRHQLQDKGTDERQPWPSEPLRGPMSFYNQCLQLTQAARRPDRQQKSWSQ
# hgDAF-12 ag – agonists of H. glycines DAF-12 nuclear receptor; HEK293 GAL4-hgDAF12 UAS-luciferase reporter, agonist luminescence; normalized to butyrate control; activation, % at 6.8 µM; 370,000 tested, 1.8% active;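 active means activation above a cutoff set at the mean of all screened compounds plus 3 SD, cut at about 10% in these data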;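 further: 0% = DMSO wells and 100% = sodium butyrate wells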
# GC-B act – GC-B (human) receptor activation. P20594. HEK293-GC-B cells, CNP EC30, cGMP TR-FRET; 0% at EC30 CNP, 100% saturating CNP. activation, % at 10 µM. 370,000 tested, 0.11% active;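 active means activation at 10 µM reaching about 35% in either raw or pattern-adjusted values, limit read from the data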
# DAX1 inh-1 – inhibits human nuclear receptor DAX1 | P51843 | HEK293 Gal4-DAX1 luciferase reporter, luminescence | inhibition, % at 6.75 µM | 340,000 tested, 0.99% active | AID 504766;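 active means inhibition above the mean over all tested compounds plus 3 SD, cut at about 4.2% in these data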;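 further: 0% = DAX1-transfected cells with DMSO and 100% = empty-vector control cells with DMSO; inhibition shows as a rise in luminescence from relieved DAX1 repression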
# Target sequence (P51843 207-470 limits assumed): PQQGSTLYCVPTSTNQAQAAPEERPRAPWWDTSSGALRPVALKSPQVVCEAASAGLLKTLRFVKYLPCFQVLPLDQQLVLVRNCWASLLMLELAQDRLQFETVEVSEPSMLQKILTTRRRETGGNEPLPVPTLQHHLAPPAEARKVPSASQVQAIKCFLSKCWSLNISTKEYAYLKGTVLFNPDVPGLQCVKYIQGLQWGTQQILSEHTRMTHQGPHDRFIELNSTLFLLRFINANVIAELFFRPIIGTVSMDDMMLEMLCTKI
# hcDAF12 agonist – H. contortus DAF-12 activation, primary screen | HEK293 hcDAF-12 lit1-tk-luc reporter, luminescence; 0% DMSO, 100% Δ7-dafachronic acid | activation, % at 6.8 µM | 370,000 tested, 1.4% active | AID 652067;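 active means activation above the mean of all tested compounds plus 3 SD, cut at about 5.5% in these data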;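 further: 100% = response to 3 µM Δ7-dafachronic acid high control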
# NPR1 activator – GC-A (human) enzyme activation; activation, % at 10 µM; HEK293 GC-A cells, cGMP TR-FRET, EC30 ANP; 0% at EC30 ANP, 100% saturating ANP; 370,000 tested, 0.14% active; in the data active means activation above about 40%
# SMARCA2 act – increases SMARCA2 function in MMTV reporter cells; 370,000 tested, 1% active; activation, % at 9.1 µM; AID 652017; MG213 cells, MMTV-luciferase reporter, dexamethasone, overnight; in the data active means activation above about 7.8%;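 further: 0% = vehicle wells and 100% = reference activator wells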
# ssDAF-12 act – activators of S. stercoralis DAF-12 nuclear receptor | HEK293 ssDAF-12/GRIP1 lit1-tk-luc reporter, luminescence; % of 3 µM dafachronic acid response | AID 652126 | activation, % at 6.8 µM | 370,000 tested, 1% active;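 active means activation above the mean over all tested compounds plus 3 SD, cut at about 0.9% in these data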;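 further: 0% = DMSO-only wells and 100% = 3 µM delta7-dafachronic acid wells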
# ADAM10 inh – inhibits human ADAM10; AID 720582; 370,000 tested, 0.62% active; inhibition, % at 7 µM; recombinant ADAM10, EDANS/DABCYL FRET peptide cleavage, 3 h;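 active means inhibition above a per-campaign cutoff equal to the mean of compounds falling between control-based bounds plus 3 SD, cut at about 20% in these data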;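 further: 0% = DMSO wells while the 100% control is not disclosed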
# DAX1 inh-2 – DAX1 (NR0B1) inhibition, primary screen | HEK293T StAR-luciferase reporter, SF-1/DAX-1 repression relief | inhibition, % at 6.8 µM | 370,000 tested, 1.1% active | AID 652010;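 active means inhibition above the mean over all tested compounds plus 3 SD, cut at about 3.6% in these data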;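 further: 0% = DAX-1 cells with DMSO and 100% = cells lacking DAX-1 with DMSO; higher inhibition means more luminescence from relief of DAX-1 repression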
# FXN GAA850 act – frataxin GAA850 promoter activation; HEK293 lucGAA850 FXN promoter luciferase reporter, 24 h; percent of 10 µM SAHA response; activation, % at 6 µM; 360,000 tested, 0.56% active; AID 540364;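 active means activation above the average of all compounds screened plus 3 SD, cutoff fixed separately per campaign, cut at about 7.5% in these data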;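 further: 0% = DMSO wells and 100% = 10 µM SAHA wells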
# The depositor's hits bear a star; i = inactive; · = no result given.
SMILES,sPLA2-III inh,hgDAF-12 ag,GC-B act,DAX1 inh-1,hcDAF12 agonist,NPR1 activator,SMARCA2 act,ssDAF-12 act,ADAM10 inh,DAX1 inh-2,FXN GAA850 act
O=C(CCSCc1ccc(Cl)cc1)NC1CCCC1,-2.1,1.0,-2.2,0.5,0.8,-2.2,-4.7,-1.4,11.0,0.3,1.4
CC1(C(=O)NCc2ccccc2)CSCC(=O)N1CCCN1CCOCC1 (stereo not given),2.1,0.5,11.9,·,0.1,2.2,-6.8,-0.9,-5.2,0.2,·
O=C(C(F)C(F)(F)F)N1CCN(c2ccccc2)CC1 (stereo not given),0.6,0.3,-4.7,-0.6,2.0,1.0,-4.0,-1.2,3.5,-0.1,-0.9
CC1=CC(C)C(CN(CCC[N+](C)(C)C)C(=O)Nc2ccccc2)C(C)C1 (stereo not given),-3.0,-0.8,4.2,0.8,-1.3,3.9,-3.0,-1.2,-1.2,-0.3,1.3
COc1ccccc1CNC(=O)CSc1cc(=O)n(C)c2ccccc12,0.8,0.4,-1.8,-1.4,-1.7,-3.3,-2.7,-0.9,-7.3,-0.2,0.9
Nc1ccc2c(S(=O)(=O)O)cccc2c1S(=O)(=O)O,8.0,2.0,0.8,-0.7,1.4,5.4,-1.5,0.0,-340.6,-1.1,-1.4
COc1cccc(NC2CC(=O)N(CCc3ccccc3)C2=O)c1 (stereo not given),-6.3,1.5,2.1,-0.6,0.5,2.5,-0.9,-0.9,1.5,0.0,-2.6
O=C(c1sccc1-n1cccc1)N1CCCC1,4.4,-0.3,0.0,0.8,-1.7,8.1,-0.4,-1.1,-0.3,0.8,-0.6
Cc1cc(C)n(CCOc2ccc(Br)cc2)n1,-2.6,-0.9,-6.0,0.4,-2.0,-13.8,0.2,-1.3,-1.5,-0.1,1.0
Cc1nnc(SCCOc2ccccc2)s1,1.0,7.1,-2.0,0.7,-0.9,5.8,3.2,-1.4,-71.0,0.3,3.7
O=C(OCC(=O)N1CCOCC1)c1ccc(Cl)cc1[N+](=O)[O-],2.2,3.5,0.3,1.7,2.2,-0.2,2.1,-0.1,0.6,1.0,1.5
COc1ccc2c(c1)OC[C@H]1[C@H]2N2C(=O)CN(Cc3ccc(C)cc3)C(=O)[C@@]2(C)[C@H]1c1ccccc1,-4.5,0.4,-0.6,0.3,-2.2,-2.5,0.6,-1.9,20.1*,0.8,0.7

# ADAM10 inh: entries above that show a hit
compound	sPLA2-III inh	GC-B act	DAX1 inh-1	hcDAF12 agonist	NPR1 activator	SMARCA2 act	ssDAF-12 act	ADAM10 inh	DAX1 inh-2
COc1ccc2c(c1)OC[C@H]1[C@H]2N2C(=O)CN(Cc3ccc(C)cc3)C(=O)[C@@]2(C)[C@H]1c1ccccc1	-4.5	-0.6	0.3	-2.2	-2.5	0.6	-1.9	20.1*	0.8

# Going on with the list.
SMILES,sPLA2-III inh,hgDAF-12 ag,GC-B act,DAX1 inh-1,hcDAF12 agonist,NPR1 activator,SMARCA2 act,ssDAF-12 act,ADAM10 inh,DAX1 inh-2,FXN GAA850 act
COc1ccc(N2C(=O)CCC(C(=O)NCc3cccnc3)C2c2ccc(OC)c(OC)c2)cc1 (stereo not given),-1.6,-2.3,3.3,-0.8,-0.6,-3.2,-2.2,-1.2,-3.2,-0.3,0.8
COC(=O)c1ccc2nc(-c3cccc(Br)c3)c(Cc3cccc(F)c3)n2c1,0.4,4.7,27.2,·,-1.7,14.1,-2.4,-1.4,-4.1,0.2,·
CCCc1nnc(SCc2ccc(OCC)cc2)n1N,-0.2,0.6,4.0,-0.8,-1.1,-1.1,1.4,-1.1,-4.2,-0.1,0.4
Cc1cc(C)c(S(=O)(=O)c2ccc(F)cc2C)c(=O)[nH]1,6.4,2.1,0.4,3.2,-2.1,3.3,0.5,-0.5,-9.7,0.0,1.6
COC(=O)CSc1nnc(CNc2ccc(Cl)cc2)n1Cc1ccccc1,-3.7,3.0,-7.0,-0.8,0.9,-8.5,-0.3,-0.4,5.1,-0.2,1.2
Cc1ccc(C(=O)Nc2cnc3ccccn3c2=O)cc1,4.2,8.5,1.1,1.2,2.2,1.9,6.7,-0.6,-21.6,4.0*,8.3*
CC1=CC(C/C(C)=C/COc2ccc3ccc(=O)oc3c2)OC1=O (stereo not given),-5.6,1.8,-2.7,-1.0,1.7,1.2,0.2,-1.8,i,-1.8,-1.1
CC1CCC(NC(=O)C2CCN(c3nc4ccccc4s3)CC2)CC1 (stereo not given),3.4,-0.3,-4.4,-1.0,-2.7,-5.0,-3.3,-0.8,2.4,-0.2,1.0
CC1(C(=O)Nc2cnc3ccccc3c2)CCN1C(=O)CCc1ccccc1 (stereo not given),10.3,-1.8,-6.0,·,-2.2,-4.4,-3.2,-1.5,-8.4,0.2,1.3
COC(CNC(=O)c1ccc(N2CCCC2=O)cc1)OC,-2.7,-0.2,-9.1,-1.3,0.2,-0.9,-2.8,-0.8,-0.6,0.2,-2.4
COc1ccccc1CNC(=O)COC(=O)/C=C/c1ccc2ccccc2n1,7.9,4.6,-2.8,0.0,-0.4,-3.3,1.8,0.0,-9.9,-0.3,0.9
COc1ccc(C)cc1-n1nnnc1SCC(=O)NC1CCCC1,2.6,0.4,1.6,-1.7,-1.2,1.0,-2.2,-1.4,-11.3,-1.4,1.5
CCN(CC)c1c(C)nc2ccc(C(=O)Nc3cc(-c4ccccc4)ccc3OC)cn12,1.7,-3.5,-8.2,·,-2.4,-10.6,-3.4,-1.6,9.4,-2.1,-1.3
CCCNC(=O)c1cc(C2CCCCN2S(=O)(=O)c2ccccc2)on1 (stereo not given),-0.7,1.4,8.6,·,-0.3,3.8,1.1,-1.5,83.8*,0.1,3.0
COc1cc(/C=C/C(=O)O)cc(S(=O)(=O)Nc2ccc(S(=O)(=O)N3CCCCC3)cc2)c1OC,-8.5,1.4,4.0,1.1,0.4,3.1,-0.7,0.3,-14.8,0.4,-1.3
CCOC(=O)c1sc(/N=C/c2c(O)ccc3ccccc23)cc1C,-6.6,0.1,0.4,-0.8,0.2,-0.5,1.9,-1.0,2.3,-0.3,1.7
CCOC(=O)CCc1c(C)nc2cc(-c3ccc(Cl)cc3)[nH]n2c1=O,0.0,0.5,-3.6,-0.7,-1.0,4.9,-1.6,-1.0,-7.4,0.5,-1.4
O=C(Cn1cnc([N+](=O)[O-])n1)NCCO,10.5,-3.9,2.5,2.1,0.0,1.2,-1.6,-0.5,-24.8,1.1,0.5
O=C(C[C@H]1C(=O)N(C2CCCCC2)C[C@@H]1c1ccccc1)Nc1ccc(Br)cc1,-9.6,0.4,2.3,2.2,0.0,4.4,-1.1,-0.3,4.8,0.0,-0.2
COc1ccc(-c2cc(C)nc(SCC(=O)c3cccc([N+](=O)[O-])c3)n2)cc1,-23.6,2.6,-4.7,1.6,-0.7,-0.7,0.2,-1.0,-0.5,-0.3,1.5
O=C(NNC(=O)c1cccc2ccccc12)c1ccc(F)cc1,3.1,-1.5,-0.1,0.2,-1.6,0.7,-2.1,-0.9,5.8,0.7,1.2
CC1(C)N(OCc2ccccc2)C(=O)C(=O)N(OCc2ccccc2)C1(C)C,2.9,-0.5,3.2,-1.1,2.1,3.7,3.4,-1.0,3.8,0.8,0.3
Cn1cc(C(=O)c2ccc(Cl)cc2Cl)cc1C(=O)NN,-3.9,-0.4,-0.1,-0.9,-0.7,4.5,0.8,-1.3,10.2,-0.6,-1.3
C#CCCc1cscc1/C=[N+](\[O-])c1ccc(C(=O)OCC)cc1,-6.8,2.1,-2.4,0.1,-0.9,1.9,1.1,-0.7,7.3,0.1,2.9
CS(=O)(=O)c1ccc(NC(=O)c2ccccc2-n2cnnn2)cc1,11.2,1.2,2.2,0.3,-0.2,-1.3,-4.3,0.6,-10.5,-1.9,1.9
CC1CCCN(c2nc3ccccc3nc2C(C#N)S(=O)(=O)c2cccs2)C1 (stereo not given),-12.2,1.2,0.6,-0.2,-1.4,-2.3,0.3,-1.4,-34.9,-0.3,-4.1
COc1ccc(-c2nnc3ccc(SCC(=O)N4CCN(c5ccccc5)CC4)nn23)cc1,-1.2,3.0,-1.3,-1.2,-1.1,2.9,1.7,-1.3,-4.5,-0.5,0.8
Cc1ccc2nc(-c3ccccn3)cc(C(=O)NCCc3ccc(F)cc3)c2c1,1.2,-0.6,0.7,0.3,0.3,1.6,-0.9,-0.8,-24.8,1.2,-2.0
Cc1cc(C(=O)NNC(=S)NCc2ccccc2)no1,15.3,-0.6,2.6,0.5,-1.0,2.1,3.5,-1.0,-4.6,1.5,-1.2
CN(C)S(=O)(=O)c1cccc(NC(=O)COC(=O)C2CCN(C(=O)c3ccc(F)cc3)CC2)c1,-4.1,1.5,-6.6,0.3,0.7,-4.2,-0.2,-1.3,2.7,0.6,-1.0
C=CCNC(=O)c1ccc(OC2CCN(S(=O)(=O)N(C)C)CC2)cc1,11.5,8.4,0.8,2.1,2.0,-6.7,0.6,-1.0,-8.5,1.1,1.3
COc1ccc(Nc2nc(OC)nc(N3CCOCC3)n2)cc1,-3.1,0.7,0.0,0.5,-1.8,2.2,0.0,-1.1,-1.6,0.9,3.1
Cc1ccc(S(=O)(=O)N2CCN(C)CC2)cc1-c1nnc2c3ccccc3c(C)nn12,-4.7,-4.1,4.3,-1.4,-1.6,4.7,2.1,-1.5,-37.2,-0.1,1.9
COc1ccc(NC(=O)c2cccnc2Cl)c(S(=O)(=O)N2CCOCC2)c1,6.5,-1.9,-0.4,1.1,-1.1,2.7,-3.3,-0.3,-0.1,0.1,0.0
COc1ccc(CN2CCN(C(=O)CCC(=O)Nc3nnc(C(C)C)s3)CC2)cc1F,-5.2,-3.7,3.1,-1.5,-4.6,4.8,-1.5,-1.6,-3.3,-0.7,-1.6
COc1ccc(/C(C)=N/NC(=O)CNC(=O)/C=C/c2ccccc2OC)cc1,-1.0,-0.8,8.4,0.1,-0.8,-1.3,4.0,-1.0,-38.1,0.2,0.0
COc1cccc(CC(NC(C)=O)C(=O)NC2CCN(c3ncccc3[N+](=O)[O-])CC2)c1 (stereo not given),0.0,1.3,0.9,·,-0.2,-7.9,-1.9,-2.3,-7.4,0.7,·
NS(=O)(=O)c1ccc(NC(=O)COC(=O)c2cccc(S(=O)(=O)N3CCCC3)c2)cc1,-9.5,0.9,-2.3,0.0,-0.9,1.6,0.1,-1.7,4.7,0.2,0.8
CCCSc1cc(=O)n(-c2ccc(F)cc2)nc1C(=O)OCC,0.2,-2.7,0.2,-0.1,-1.7,2.6,2.3,-1.1,5.0,-0.9,1.4
Cc1ccc(NC(=O)C2CCN(C(=O)c3ccc(F)cc3)CC2)nc1,5.7,0.1,1.5,-0.6,-1.6,2.0,-0.2,-1.2,-6.0,0.2,-0.5
CN(C(=O)c1cccc(NC(=O)Cc2cccc(NC(=O)C3CCN(C(=O)C4CCCC4)CC3)c2)c1)C1CCC1,-5.1,-3.4,-2.2,-2.2,-2.1,-1.2,-0.6,-0.5,-0.3,-1.2,0.7
